# Coupling enz = counter-screen for Giardia aldolase inhibitors: coupling enzyme system | coupling enzyme system counterscreen, AmpLite Red fluorescence | activity change, negative = inhibition, % at 58.2 µM, hits read low | 290,000 compounds, 0.67% hits; in the data active = activity change below about -30%; also: % is scaled to controls: 0 for no effect and ±100 for the full control effect
#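 Counterscreen of the coupled detection system alone, without aldolase: glyceraldehyde-3-phosphate coupling enzymes plus AmpLite Red readout. Compounds at 57.5 uM final, 10 min RT preincubation, 20 min RT reaction, fluorescence 525/598 nm.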
# hERG WT inh = blocks the wildtype human KCNH2 potassium channel; AID 720551; U2OS, BacMam KCNH2, thallium flux FluxOr; stronger effect = lower value; 340,000 compounds, 0.37% hits; activity change, % at 1.84 µM;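 active = maximum activity change below -70%; inconclusive = maximum activity change between -70% and -50%; inactive = maximum activity change above -50%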; also: % is scaled to controls: 0 for no effect and ±100 for the full control effect
#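 U2OS cells were transduced with wild-type KCNH2 virus (2.03 x 10^8 / mL) for 4 h at room temperature, then cultured overnight at 37 C. Thallium flux was read with FluxOr dye. Rate constants were normalized to DMSO controls.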
# A-T KAP1 phos = potential ataxia-telangiectasia treatment; […] A-T fibroblasts, KAP-1 phosphorylation AlphaLISA; neocarzinostatin DNA damage 30 min before lysis; Potency, µM (doses to about 57.5 µM), inactives show at the top dose activation, usual class: activators; 320,000 compounds, 0.19% hits; also: potency is read from the fitted curve at half-maximal effect; % of control where 0% means no effect; nearly all actives have a fitted effect of over 45% in size
#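 hTERT-immortalized A-T patient fibroblasts ([…]), 500 cells/well in OPTI-MEM, 1% FBS, got compounds for 60 min, then NCS for 30 min at 37C. Lysates were then assayed for phospho-KAP-1 by AlphaLISA (anti-pKAP1 donor, anti-KAP1 acceptor beads), 6 hr at 25C.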
# TSHR antag = blocks TSH signaling through the human TSH receptor; TSHR-expressing cells, TSH-stimulated cAMP HTRF, 2 h; stronger effect = lower value; activity change, negative = inhibition, % at 11.5 µM; 330,000 compounds, 0.2% hits; AID 504810;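 active = activity change below a set negative limit, meaning inhibition stronger than a set level, cut at about -70% in these data; inconclusive = activity change between two set negative limits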; also: % is scaled to controls: 0 for no effect and ±100 for the full control effect
#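 Cell-based HTRF cAMP assay; TSHR cells + compound, TSH EC80 (4nM final), 2 h, 37 deg C. Lysis with anti-cAMP cryptate and cAMP-d2, 30 min RT, read 665/620 nm.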
# Tb PFK block = T. brucei PFK enzyme inhibition; T. brucei PFK, ADP-Glo luminescence; Potency, µM (series often up to 57.5 µM), for the others: at the highest dose activity, negative = inhibition, hits mostly inhibitors; 330,000 compounds, 0.17% hits; AID 485367;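 also: potency is read from the fitted curve at half-maximal effect; 0% = uninhibited 1x PFK enzyme wells and -100% = no-enzyme wells; nearly all actives have a fitted effect of over 60% in size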
# Target sequence (O15648 whole entry, looked up): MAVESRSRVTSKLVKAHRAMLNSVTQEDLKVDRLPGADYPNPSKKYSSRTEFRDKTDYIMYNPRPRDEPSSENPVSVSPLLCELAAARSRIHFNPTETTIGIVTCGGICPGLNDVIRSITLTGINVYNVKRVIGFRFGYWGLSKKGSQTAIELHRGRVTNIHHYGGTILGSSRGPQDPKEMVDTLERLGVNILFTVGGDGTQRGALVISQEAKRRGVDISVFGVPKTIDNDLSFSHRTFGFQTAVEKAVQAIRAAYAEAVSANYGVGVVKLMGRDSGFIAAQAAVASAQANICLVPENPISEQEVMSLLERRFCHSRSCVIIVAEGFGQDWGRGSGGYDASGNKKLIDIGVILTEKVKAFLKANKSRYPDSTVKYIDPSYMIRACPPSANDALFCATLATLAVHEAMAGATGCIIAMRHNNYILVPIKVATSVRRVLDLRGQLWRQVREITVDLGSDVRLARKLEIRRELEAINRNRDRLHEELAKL
#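 PFK 1.25 nM, F6P 0.5 mM, ATP 0.1 mM, 0.1 M TEA pH 8.0, 5 mM MgCl2, 0.01% Tween20, 0.1% BSA; 45 min RT. ADP-Glo readout. qHTS titration up to 57 uM; curves fitted, compounds curve-classed.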
# TCR act = T cell receptor activation; primary human leukocytes, anti-CD3, IL-2 HTRF, 48 h; Potency, µM (doses to about 9.22 µM), inactives show top-dose activation of IL-2 secretion, usual class: activators; 330,000 tested, under 10 active; also: % of control where 0% means no effect
#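 48 hr co-incubation of compounds, a-CD3 beads and primary human leukocytes; IL-2 quantified homogeneously by HTRF with anti-IL-2 K and d2 conjugates.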
# Giardia killer = Giardia lamblia killing; Giardia lamblia trophozoite viability; 340,000 compounds, 0.15% hits; AID 540267; activity change, % at 7.66 µM, hits read low; in the data active = activity change below about -80%; inconclusive = between about -30% and that limit;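 also: parasites exposed to compound for two days anaerobically before the ATP read; % is scaled to controls: 0 for no effect and ±100 for the full control effect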
#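 Viability, read as ATP luminescence: trophozoites at 100 cells/well, compound added, 48 hrs anaerobic at 37 deg C, then 15-30 min room-temperature development before reading.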
# GALK inhibitor = galactokinase (human) inhibition. P51570. Purified GALK, Kinase-Glo residual ATP luminescence. Potency, µM (titrated, usually from 57.5 µM), inactives show at the top dose activity change, negative = inhibition, actives largely listed as inhibitors. 270,000 compounds, 0.007% hits; also: potency is read from the fitted curve at half-maximal effect; % is scaled to controls: 0 for no effect and ±100 for the full control effect
# Target sequence (P51570 whole entry, looked up): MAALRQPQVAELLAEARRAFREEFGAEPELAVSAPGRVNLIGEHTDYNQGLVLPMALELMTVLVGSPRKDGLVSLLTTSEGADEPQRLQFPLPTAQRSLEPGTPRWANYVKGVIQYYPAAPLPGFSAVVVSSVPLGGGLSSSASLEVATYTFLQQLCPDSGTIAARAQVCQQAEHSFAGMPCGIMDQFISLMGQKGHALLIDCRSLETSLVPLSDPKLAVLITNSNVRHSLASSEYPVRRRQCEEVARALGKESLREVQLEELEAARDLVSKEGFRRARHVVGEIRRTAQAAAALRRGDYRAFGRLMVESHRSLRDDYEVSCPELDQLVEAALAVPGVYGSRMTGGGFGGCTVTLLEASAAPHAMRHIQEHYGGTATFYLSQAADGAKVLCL
#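 GALK at 5 nM final was combined with compound, 35 uM ATP and 100 uM galactose in HEPES pH8.0 with MgCl2 and DTT. The reaction ran one hour at room temperature before luminescent ATP detection.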
# MLL CXXC-DNA inh = inhibitors of human MLL CXXC domain-DNA interaction; Potency, µM (series often up to 115 µM), for inactives: at the top dose activity change, negative = inhibition, actives largely listed as inhibitors; MLL-CXXC / FITC-HOXA9 DNA fluorescence polarization; 290,000 compounds, 0.037% hits; Q03164; active = well fitted inhibition curve with a large enough effect in the polarisation, with a control signal flat, not every such curve was filed as active; inconclusive = small, poorly fitted or top-dose-only effect, or effect the other way, or a change in a side signal; inactive = no such curve, though single readings can be large or run the other way; the % refers to the polarisation; also: potency is read from the fitted curve at half-maximal effect
#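 Purified MLL-CXXC (added from a 7 uM solution) was preincubated 5 min at ambient with pinned compounds in 50 mM Tris-HCl pH 7.5, 50 mM NaCl, 1 mM DTT, 0.05% BSA. Fluorescein-labeled HOX-A9 DNA (50 nM solution) followed, 30 min, then polarization read.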
# BCR signal inh = blocks chronic active B-cell receptor signaling; 340,000 compounds, 0.05% hits; AID 493014; ABC-DLBCL IkBa-CBG/CBR reporter, luminescence ratio, 4 h; Potency, µM (titrated, usually from 46.1 µM), without a hit: top-dose ratio change, negative = lower green/red ratio, actives largely listed as inhibitors; active = well fitted inhibition curve with a large enough effect in the signal ratio, with a control signal flat, not every such curve was filed as active; inconclusive = small, poorly fitted or top-dose-only effect, or effect the other way, or a change in a side signal; the % refers to the signal ratio;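 also: potency is read from the fitted curve at half-maximal effect; plate controls were basal doxycycline-induced cells for no effect and cells given 10 µM MG132 for full effect; MG132 reads +100%, hits lower the ratio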
#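 TMD8 ABC-DLBCL cells carrying doxycycline-inducible green luciferase fused to IkappaBalpha plus unfused red luciferase were exposed to compounds (up to 46 uM) for 4 hrs at 37C. Activity came from the overlap-corrected green/red luminescence ratio.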
# Starred values were filed as active, the others as inactive; ? = inconclusive; . = no result given; & = joins results of further samples; [ ] = remark or other dose. Unless noted, calls follow the shape of the dose curve; as a rule, active = well fitted curve in the direction sought with a large enough effect; inconclusive = small, poorly fitted or top-dose-only effect, or another doubt; inactive = no such curve, though single readings can be large; an effect the other way counts as inactive or inconclusive.
SMILES,Coupling enz,hERG WT inh,A-T KAP1 phos,TSHR antag,Tb PFK block,TCR act,Giardia killer,GALK inhibitor,MLL CXXC-DNA inh,BCR signal inh
COc1cc(C(=O)N2C[C@H]3C[C@@H](C2)c2cccc(=O)n2C3)cc(OC)c1OC,-1,-2,5%,-4,5%,0%,-10,.,4%,-11%
CC(C)c1ccccc1NC1=NCCCS1,-2,2,0%,-9,0%,7%,11,-1%,4%,-5%
COc1cc(OC)cc(C2(C#N)CCN(C)CC2)c1,1,0,-4%,0,-8%,-3%,-27,1%,-8%,0%
CC1CN=C(NC(C)c2ccccc2)S1 (configuration not stated),2,5,1%,13,-12%,0%,1,4%,-1%,6%
NCCCP(=O)(O)CCc1ccccc1,4,-15,7%,1,2%,5%,6,8%,3%,2%
O=[N+]([O-])c1cc(C(F)(F)F)ccc1Cl,.,-1,-3%,-8,-8%,3%,-22,.,.,?
O=C1NC(=O)N(CCNc2ncc(C(F)(F)F)cc2Cl)C(=O)C1Cc1ccc(Cl)cc1 (configuration not stated),13,2,3%,4,-5%,-9%,2,0%,-5%,?
CCOc1ccc(N2C(=O)NC(=O)/C(=C\c3cc(OC)c(OC)cc3[N+](=O)[O-])C2=O)cc1,-3,13,-5%,6,1%,3%[46.1 µM],16,1%,-25%,-25%
Cc1ccsc1C(=O)C1CCCN(Cc2cnc(N)nc2)C1 (configuration not stated),0,2,?,26,-1%,1%,-5,1%,21%,-4%
CCCCCc1cc(O)c2c3c(c(=O)oc2c1)CN(C)CC3,1,31,-4%,7,-1%,-2%,8,2%,5%,?
COc1ccc(C(=O)C2CCCN(C3CSCCSC3)C2)cc1OC (configuration not stated),-2,-50,2%,3,-5%,-2%,-14,0%,-3%,-4%
CN1CCN(c2ccccc2N)CC1,2,5,.,.,.,-2%,-21,1%,2%,.
CC1(C)COC(Nc2ccc(Cl)cc2)=N1,4,-6,7%,7,-1%,2%,9,2%,-5%,5%
CN(C)CCN(CC1CCCN(Cc2ccccc2F)C1)C(=O)Cc1ccccc1F (configuration not stated),2,-3,-1%,9,0%,.,15,-6%,-5%,5%
O=c1[nH]c(O)c(C=Nc2cccc(F)c2)c(=O)[nH]1,3,-2,5%,4,-1%,0%,-7,2%,6%,1%
Cc1cc(/C=C2\C(=O)NC(=O)N(Cc3ccccc3)C2=O)c(C)n1C1CC1,1,7,6%,-5,3%,-8%,-7,-1%,-1%,0%
O=C1Nc2ccccc2C(c2ccccc2)=NC1O (configuration not stated),-1,4,-2%,6,5%,-2%,-1,-5%,1%,-3%
COc1ccc(-c2nc3ccccc3c(=O)n2-c2ccc(OC)cc2)cc1,6,-8,-9%[11.5 µM],33,-5%,4%,-1,4%,-6%,?
C=CCn1c(O)c(C(CC)=Nc2cc(OC)ccc2OC)c(=O)[nH]c1=O,-13,-4,-4%,-6,-8%,-1%,-8,-3%,5%,4%
O=C1CC2OCC=C3CN4CCC56c7cc([N+](=O)[O-])ccc7N1C5C2C3CC46 (configuration not stated),0,-10,0%,8,-3%,-3%,5,7%,-2%,-7%
CC(N)Cc1ccccc1Sc1ccc(O)cc1 (configuration not stated),3,.,-1%,11,-3%,.,.,.,12%,0%
CC(C)c1ccc(/C=C/C(=O)CCC(=O)O)cc1,6,-25,8%,-4,0%,9%,-27,-3%,-21%,?
CCn1c(O)c(C=Nc2ccc(S(N)(=O)=O)cc2)c(=O)n(CC)c1=S,-2,-8,4%,-9,4%,2%[46.1 µM],6,2%,6%,?
COc1ccc(NC(=O)c2cn(CCC#N)nc2-c2ccc([N+](=O)[O-])cc2)cc1,0,8,5%,-6,-1%,2%,-10,-1%,2%,4%
COC(=O)C1=C(c2ccc3ccccc3c2)C[C@@H]2CC[C@H]1N2C(=O)NC1CCCCC1,.,-10,8%,4,0%,2%,0,.,.,?

# A few values from the list:
# A-T KAP1 phos result of O=C1NC(=O)N(CCNc2ncc(C(F)(F)F)cc2Cl)C(=O)C1Cc1ccc(Cl)cc1 (configuration not stated) : 3%
# A-T KAP1 phos result of COc1cc(C(=O)N2C[C@H]3C[C@@H](C2)c2cccc(=O)n2C3)cc(OC)c1OC : 5%

# More structures
SMILES,Coupling enz,hERG WT inh,A-T KAP1 phos,TSHR antag,Tb PFK block,TCR act,Giardia killer,GALK inhibitor,MLL CXXC-DNA inh,BCR signal inh
COc1ccccc1N=Cc1c(O)n(C)c(=O)n(C)c1=O,1,-4,-5%,0,1%,0%,0,0%,-3%,0%
Cc1ccc2[nH]c3c(c2c1)CN(C(=O)CN1C[C@H]2C[C@@H](C1)c1cccc(=O)n1C2)CC3,-1,-3,-2%,-10,-1%,-1%,5,.,2%,0%
O=C(N/N=C1/CN2CCC1CC2)c1cccc(O)c1,1,-3,1%,3,1%,1%,5,-1%,7%,?
CCCCCCNC(=O)N[C@H](Cc1ccc(O)cc1)C(=O)NCCC[C@H]1CN2C(=NC[C@H]2CCC)N1CC1CCC1,2,.,0%,11,-18%,.,.,0%,-2%,?
CNc1ccc2oc(C[C@H]3O[C@@]4(CC[C@H]3C)O[C@H]([C@H](C)C(=O)c3ccc[nH]3)[C@H](C)C[C@H]4C)nc2c1C(=O)O,-30,-16,-57%[inhibitor],-90*,-14%,13%,-4,4%,-5%&22%,-1%
Cc1cccc(-c2nc3ccccc3c(=O)n2-n2cccc2)c1,4,1,-1%,1,-1%,4%,-8,1%,-7%,?
Cc1sc2ncnc(N3CCC(C(=O)Nc4ccc(C#N)c(Cl)c4)CC3)c2c1C,.,-7,6%,-6,0%,-5%,-8,.,.,-6%
O=c1[nH]c(O)c(C=Nc2ccccc2[N+](=O)[O-])c(=O)[nH]1,0,.,7%,6,6%,.,.,2%,6%,3%
COc1ccc(C(C)=O)cc1CN1CC=C(c2ccccc2)CC1,-2,-2,6%,-6,3%,7%,10,-2%,8%,-10%
Cn1c2ccccc2c2cnn(CC(=O)N3CCC4(CC3)OCCO4)c(=O)c21,4,.,.,24,7%,.,.,3%,-5%,?
CCN(CC)c1ccc(N=Cc2c(O)n(-c3cc(OC)ccc3OC)c(=O)[nH]c2=O)cc1,-2,-2,-3%,-12,-6%,10%,-2,1%,?,0%
O=C(c1cccs1)N1C2CCC1CC(O)(c1cccnc1)C2 (configuration not stated),5,-2,-3%,27,-2%,9%,-21,-1%,-2%,-4%
COc1cccc(C2C([N+](=O)[O-])=C(N)Oc3c2c(=O)oc2ccccc32)c1 (configuration not stated),0,4,1%,-5,1%,3%,9,-4%,-3%,?
O=C1NC(=S)N(c2ccc(Cl)cc2)C(=O)/C1=C/N1CCN(C(=O)c2ccco2)CC1,1,8,-8%,-5,3%,5%,11,2%,-22%,3%
O=S(=O)(c1ccccc1)N1CC1c1ccccc1 (configuration not stated),-2,-4,9%,34,5%,2%[46.1 µM],5,0%,?,1%
COP(=O)(OC)C1(O)C(=O)Nc2ccc(Br)cc21 (configuration not stated),-3,-10,-2%,3,-1%,1%[46.1 µM],-4,.,5%,-5%
COc1ccc(OCCCC(=O)Nc2nc(-c3ccccn3)cs2)cc1,-3,-7,5%,10,-5%,-1%,-11,13%,-4%,?
O=c1c2ccccc2nc(Cc2ccccc2)n1-c1ccccc1O,1,22,3%,42,3%,8%,5,0%,35%[activator],?
O=C1Nc2ccccc2/C1=C/c1nc2ccccc2c(=O)n1-c1ccc(O)cc1,0,8,-2%,3,-10%,-1%,11,.,-3%,?
O=C1C=C2C=C[C@H]3C[C@]2(O1)[C@@H]1CCCCN13,1,-3,0%,-3,0%,-1%,-2,.,19%,?
O=C1C2CCCN2C(c2ccccc2)N1c1ccccn1 (configuration not stated),0,-3,1%,5,0%,.,0,0%,-6%,-2%
O=C(Nc1cccc(C(F)(F)F)c1)OC1CN2CCC1CC2 (configuration not stated),2,41,5%,9,-4%,-3%,0,.,-9%,3%
O=[N+]([O-])[N-][n+]1cnn(Cc2ccccc2)c1,0,13,1%,-5,-2%,-7%,-2,-3%,3%,2%
O=C(COc1ccc2c(c1)OCO2)Nc1cccc(F)c1,-3,-7,-5%,-9,3%,8%,1,1%,3%,?
Cc1ccc(-n2nc(C)c(C3C(C#N)=C(N)Oc4c3c(=O)oc3ccccc43)c2Cl)cc1 (configuration not stated),-1,.,-13%,-12,-6%,.,.,1%,9%,?
CC1(C)C(C(=O)NN2C(=O)c3ccccc3C2=O)C1(C)C,1,-6,0%,4,-1%,-3%,1,-4%,2%,?
CN(C)/C=c1\sc2c(C#N)cc(C(=O)c3ccc(Br)cc3)n2c1=O,1,-5,-12%,5,4%,-1%,24,0%,?,4%
c1ccc2c(c1)-c1cccc3cccc-2c13,.,5,?,-8,-1%,4%,-12,.,.,?

# Source: PubChem BioAssay

# Some of the compounds tested; the hit share may differ from the screen's.
